# Compound activity (PubChem BioAssay)
# PriA SSB inh: inhibitors of Klebsiella pneumoniae PriA binding to SSB C-terminal tail, primary screen, biochemical, AlphaScreen. 0.6% of 430,000 active. AlphaScreen SSBct-PriA binding, biotinylated peptide. inhibition, % at 33 µM; in the data active means inhibition mostly above about 37%, no sharp cut-off; inactive means mostly below about 20%;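 further: plate controls were negative control peptide for no effect and reference peptide for full effect; strong numbers were not always called active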
# Vc quorum ag: inducers of Vibrio cholerae quorum light production without autoinducers, primary screen, BH1578 luxS cqsA deficient, single point; V. cholerae BH1578 lux reporter, luminescence, 6 h; activation, % at 18.7 µM; 0.16% of 350,000 active; in the data active means activation mostly above about 9.7%, no sharp cut-off; further: not every result past the cut was called active; inactives centre near 0; reference of the scale not given here
# Yp Topo-I inh: Yersinia pestis topoisomerase I inhibitors, primary screen, biochemical, cleavage product accumulation, plate reader, single point; DNA topoisomerase I (Yersinia pestis CO92); 0.064% of 360,000 active; Y. pestis Topo-I cleavage product accumulation; activity, % at 10 µM; in the data active means activity above about 50%, passing the limit was not always enough; further: inactives centre near 2
# CCHFV vOTU inh: CCHFV vOTU protease inhibitors, primary screen, biochemical, Pep-AMC substrate, fluorescence | inhibition, % at 11.5 µM | Crimean-Congo hemorrhagic fever virus L polyprotein viral ovarian tumor (vOTU) protease … | AID 651958, 2012 | 0.55% of 370,000 active; in the data active means inhibition above about 30%; further: 0% = vehicle wells with enzyme and 100% = no enzyme wells
# SARS 3CLpro inh: SARS-CoV 3CLpro protease inhibitors, primary screen, biochemical, quenched FRET; inhibition, % at 6 µM; AID 1706, 2009; Replicase polyprotein 1ab (Severe acute respiratory syndrome coronavirus), P0C6X7; 0.14% of 290,000 active; recombinant SARS-CoV 3CLpro, quenched FRET peptide cleavage; in the data active means inhibition above about 12%
# Rv3671c protease: Rv3671c serine protease inhibitors, primary screen, biochemical, fluorescence polarization, M. tuberculosis H37Rv; 0.048% of 320,000 active; inhibition, % at 5.96 µM; P9WHR9; in the data active means inhibition above about 38%;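 further: extracellular domain of Rv3671c used as enzyme; 0% = enzyme with DMSO and 100% = no enzyme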
# Target sequence (P9WHR9 whole entry, looked up, the tested form may be a part): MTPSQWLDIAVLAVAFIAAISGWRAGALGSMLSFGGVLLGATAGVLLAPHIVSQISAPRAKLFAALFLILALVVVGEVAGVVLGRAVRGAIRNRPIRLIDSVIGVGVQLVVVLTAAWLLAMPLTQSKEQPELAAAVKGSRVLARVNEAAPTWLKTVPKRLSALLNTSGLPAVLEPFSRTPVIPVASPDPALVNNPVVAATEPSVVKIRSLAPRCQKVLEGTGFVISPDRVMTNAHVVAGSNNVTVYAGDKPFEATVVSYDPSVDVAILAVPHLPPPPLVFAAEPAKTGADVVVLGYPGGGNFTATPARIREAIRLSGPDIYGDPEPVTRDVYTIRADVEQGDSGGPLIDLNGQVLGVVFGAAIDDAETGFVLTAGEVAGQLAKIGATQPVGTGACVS
# VHR inh abs: VHR1 phosphatase inhibitors, primary screen, biochemical, absorbance, uHTS; recombinant VHR phosphatase, pNPP absorbance; inhibition, % at 13.3 µM; 0.52% of 290,000 active; Dual specificity protein phosphatase 3 (Homo sapiens), P51452; in the data active means inhibition above about 50%; further: some compounds called inactive have numbers as strong as hits
# Target sequence (P51452 whole entry, looked up): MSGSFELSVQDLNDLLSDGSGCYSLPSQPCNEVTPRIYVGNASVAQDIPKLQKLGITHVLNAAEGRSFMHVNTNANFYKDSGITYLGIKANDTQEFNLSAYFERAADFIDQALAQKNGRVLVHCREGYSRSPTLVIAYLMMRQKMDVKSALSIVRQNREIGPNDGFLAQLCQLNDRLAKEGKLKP
# MazEF act: activators of E. coli MazEF toxin-antitoxin RNase, primary screen, biochemical, fluorescence, uHTS; Endoribonuclease toxin MazF (Escherichia coli (strain K12)), P0AE70; 0.32% of 350,000 active; activation, % at 20 µM; FAM/BHQ RNA-DNA oligo cleavage fluorescence, 5 h; in the data active means activation above about 50%
# Target sequence (P0AE70 whole entry, looked up): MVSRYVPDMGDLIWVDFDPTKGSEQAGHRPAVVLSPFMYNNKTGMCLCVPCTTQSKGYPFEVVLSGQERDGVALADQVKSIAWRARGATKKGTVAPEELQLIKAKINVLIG
# TcdB inh: TcdB glycohydrolase inhibitors, primary screen, biochemical, single point, plate reader; Toxin B (Clostridioides difficile), P18177; TcdB glycohydrolase enzymatic assay; inhibition, % at 9.99 µM; 0.24% of 350,000 active; AID 652162, 2013; in the data active means inhibition above about 10%
# PrPC surface inh: inhibitors of human cell surface prion protein PrPC, primary screen, cell-based, TR-FRET; TR-FRET read-out; inhibition, % at 13.8 µM; 0.43% of 370,000 active; AID 720596, 2013; in the data active means inhibition above about 24%; further: 0% = median of the test wells and 100% = reference compound wells
# Starred values were filed as active, the others as inactive; i = inactive; . = no result given.
SMILES,PriA SSB inh,Vc quorum ag,Yp Topo-I inh,CCHFV vOTU inh,SARS 3CLpro inh,Rv3671c protease,VHR inh abs,MazEF act,TcdB inh,PrPC surface inh
COc1ccc(C(=O)Nc2ccc(Br)cc2F)cc1S(=O)(=O)N1CCCC1,-7.8,i,13.5,-2.9,.,.,.,1.8,-2.6,5.4
CCn1c(SCC(=O)c2ccccc2)nc2ccccc2c1=O,-12.8,i,-1.5,6.9,6.3,-7.1,1.4,-9.0,0.8,1.0
Fc1cc2[nH]c(=S)[nH]c2cc1Cl,-9.5,-0.2,17.2,-9.1,-2.5,-3.6,16.6,2.5,0.8,1.4
CCOc1ccc(C(c2c(NC(=O)c3ccco3)sc(C)c2C)N2CCOCC2)cc1 (stereo not given),0.8,i,25.4,6.7,.,-3.3,.,-6.0,0.3,3.5
COc1ccccc1C(=O)NNC(=O)C1CCCO1 (stereo not given),-3.0,-0.3,3.1,-1.7,-2.2,-7.5,6.9,-14.6,0.8,0.1
Cc1ccc([C@@H]2[C@@H]3C(=O)N(c4ccccc4)C(=O)[C@@H]3[C@]3(C)C(=O)N(Cc4ccc(-c5ccccc5)cc4)CC(=O)N23)o1,-5.5,-0.3,1.0,0.1,-1.4,-3.1,12.7,-3.2,0.7,-7.0
COC(=O)[C@@H]1C[C@@]2(O)[C@H](O)[C@H](O)[C@H](O)C[C@H]2N1Cc1cc(F)ccc1F,-16.8,-0.2,-3.4,-8.0,.,-2.0,-7.9,7.7,-1.2,-0.9
Cc1cc(C)c(NC(=S)N2CCCC2C(=O)O)c(C)c1 (stereo not given),-5.3,i,-6.6,-6.4,-2.6,-6.2,29.8,2.0,1.4,8.7
Cc1nnc(SCC(=O)Nc2ccc(O)cc2)c2ccccc12,-15.6,-0.3,-0.2,4.6,0.0,5.4,47.7,-3.4,0.6,0.2
CNC(=S)NNC(=O)c1sccc1OCc1cccc(C(F)(F)F)c1,-5.7,-0.7,3.6,0.9,1.4,-19.6,20.8,5.5,.,2.0
O=C(COc1ccc(Br)cc1)NN1C(=O)c2ccccc2C1=O,3.4,-0.4,-12.9,-15.4,.,0.2,.,442.3*,0.5,8.5
C#CCN(C[C@H]1[C@H](OC(=O)NC2CCCC2)[C@H](OC(=O)NC2CCCC2)C[C@@H](C(=O)OC)[C@H]1C(=O)OC)S(=O)(=O)c1ccc(C)cc1,.,-0.4,18.4,-4.3,.,.,.,6.1,-1.5,0.7
CCn1c(SCC(=O)Nc2ccc(N(C)C)cc2)nnc1-c1cccc(C)c1,9.8,-0.7,5.0,4.1,-1.8,6.5,20.9,3.7,.,1.4
Cc1cccc(C)c1OCc1nnc(SCC(=O)Nc2nccs2)o1,-10.6,-0.1,14.0,-0.1,3.3,1.7,16.6,10.5,-0.3,-8.5
CCCC(c1nnnn1Cc1cccs1)N1CCN(C)CC1 (stereo not given),-2.5,-0.4,3.0,-5.0,3.4,-4.8,13.8,-5.2,2.2,-12.2
Cc1cc(C(=O)N/N=C2\CC(=O)c3ccccc32)c(C)n1-c1ccc(F)cc1,.,i,7.1,61.4*,-3.0,-54.8,8.7,9.1,-0.1,-4.5
COc1ccc(C(=O)COC(=O)CCC(=O)c2cccs2)cc1,-31.1,i,-3.3,15.0,1.9,-1.2,1.1,7.7,-2.4,4.7
C=CCOc1cccc(C2C(C(=O)c3ccc(C)o3)=C(O)C(=O)N2Cc2ccncc2)c1 (stereo not given),-12.0,i,5.3,-0.5,-4.3,-0.2,32.8,4.7,.,1.9
Cc1ccccc1NC(=O)COC(=O)c1ccc(C)c(S(=O)(=O)N2CCCCC2)c1,.,-0.5,30.2,2.6,.,.,.,6.1,0.9,7.0
N#Cc1cccc(NC(=O)CNc2cccc(S(=O)(=O)N3CCCCC3)c2)c1,-4.7,-0.3,-10.3,-4.1,.,-1.6,.,-8.0,2.3,15.9
CCn1cc(C(=O)O)c(=O)c2cc3c(cc21)OCO3,7.0,.,.,.,-1.9,3.1,4.7,.,.,.
CC(=O)c1cccc(NC(=O)CN2C(=S)NC(C)(C)CC2C)c1 (stereo not given),-3.0,i,-1.1,-7.8,-0.5,-2.6,-25.8,1.3,-0.5,1.8
O=C(NCc1ccco1)C1CCCN1C(=O)NCc1ccccc1 (stereo not given),-0.2,.,11.3,0.6,-11.5,-1.2,21.4,5.5,.,6.6
O=C(C1CCCO1)N1CCC2(CC1)OCCO2 (stereo not given),-8.0,-0.4,3.8,2.4,-1.6,9.2,-2.4,-2.8,.,-0.3
CCn1c(=O)n(CC)c2cc(N3CCCC3)c(NC(=O)c3cccc(C)c3)cc21,5.7,-0.1,32.4,-2.9,-5.4,-9.5,24.6,5.6,1.7,3.0
Cc1c(C(=O)N2CCN(Cc3ccc4c(c3)OCO4)CC2)sc2ncnc(N3CCN(c4ccccc4F)CC3)c12,15.6,i,24.9,4.2,0.3,2.1,-7.2,-4.6,0.3,10.8
O=C1OCCC1=COCCOC=C1CCOC1=O,.,i,2.8,-1.1,.,.,.,10.5,0.3,1.2
COc1ccc(C(C)=O)cc1CSc1nnc(-c2ccccc2O)n1-c1ccccc1,3.7,i,11.0,1.3,3.1,10.6,-8.2,-2.4,1.3,2.8
Cc1cc2c(C)nc3ccccc3c2o1,-8.9,5.6,1.6,6.5,0.9,0.0,17.9,-1.7,.,5.2
CCN1CCN(c2oc(/C=C/c3ccccc3)nc2C#N)CC1,-12.7,-0.4,-8.7,-228.0,4.8,2.2,16.5,2.7,0.8,-13.5
COc1ccccc1C1CC(c2ccccc2)Nc2ncnn21 (stereo not given),5.8,-0.4,4.8,.,1.1,-3.1,10.2,3.6,0.5,.
CCOc1ccc(CCNC(=O)CCS(=O)(=O)c2ccc(Br)cc2)cc1OCC,-2.5,-0.6,1.8,5.3,-5.4,-12.8,3.5,2.3,1.2,4.5
CC/C(=N\Nc1ccccc1)c1c(O)[nH]c(=O)[nH]c1=O,.,-0.9,3.2,-9.1,-3.3,-3.5,20.4,-3.1,-0.8,10.1
CCC(C(=O)NC1CC1)n1nc(C)c2c(C)n(-c3ccccc3)nc2c1=O (stereo not given),3.0,-0.2,0.7,-6.2,-6.9,4.2,18.2,6.4,0.8,0.8
Cn1c(C(=O)N2CCCC(C(=O)NCc3cccs3)C2)cc2sccc21 (stereo not given),-1.8,i,8.3,4.8,6.3,-7.1,-0.2,-0.1,0.0,1.1
COc1ccccc1OCC(=O)Nc1ccc(N2CCCCC2)cc1,11.2,i,24.8,13.4,1.1,5.0,13.2,4.5,-1.9,-1.1

# Pulled one by one from the entries so far:
SMILES,PriA SSB inh,Vc quorum ag,Yp Topo-I inh,CCHFV vOTU inh,SARS 3CLpro inh,Rv3671c protease,VHR inh abs,MazEF act,TcdB inh,PrPC surface inh
COc1ccccc1C1CC(c2ccccc2)Nc2ncnn21 (stereo not given),5.8,-0.4,4.8,.,1.1,-3.1,10.2,3.6,0.5,.
CCC(C(=O)NC1CC1)n1nc(C)c2c(C)n(-c3ccccc3)nc2c1=O (stereo not given),3.0,-0.2,0.7,-6.2,-6.9,4.2,18.2,6.4,0.8,0.8
Cc1cc2c(C)nc3ccccc3c2o1,-8.9,5.6,1.6,6.5,0.9,0.0,17.9,-1.7,.,5.2
CC/C(=N\Nc1ccccc1)c1c(O)[nH]c(=O)[nH]c1=O,.,-0.9,3.2,-9.1,-3.3,-3.5,20.4,-3.1,-0.8,10.1
O=C1OCCC1=COCCOC=C1CCOC1=O,.,i,2.8,-1.1,.,.,.,10.5,0.3,1.2

# (continued)
SMILES,PriA SSB inh,Vc quorum ag,Yp Topo-I inh,CCHFV vOTU inh,SARS 3CLpro inh,Rv3671c protease,VHR inh abs,MazEF act,TcdB inh,PrPC surface inh
CCCc1cc(=O)[nH]c(SCC(=O)NCc2ccc3c(c2)OCO3)n1,2.2,-0.4,3.0,4.0,-3.2,6.2,29.3,8.4,0.5,-0.6
Cc1[nH]ccc2cc3nc4ccccc4c3cc12,.,i,-15.7,22.7,.,.,.,24.9,3.0,-13.2
COc1ccccc1N1CCN(C(=O)c2ccc3[nH]c(C)c(C)c3c2)CC1,21.9,0.2,14.1,7.9,-0.1,-0.9,-3.6,6.9,2.0,8.2
CN(C)/C(=N\S(=O)(=O)c1ccccc1)c1ccc(Cl)cc1,.,-0.6,-1.2,-0.2,-5.1,-7.5,.,7.1,-0.8,8.4
C=CCN(CC=C)C(=O)c1cccc(S(=O)(=O)N2c3ccccc3CC2C)c1 (stereo not given),-10.4,-0.3,41.6,6.3,1.8,6.2,0.8,2.9,2.3,0.8
O=C(Nc1ccc(S(=O)(=O)N2CCc3ccccc32)cc1)C(F)(F)F,-6.3,-1.3,-21.9,6.8,6.4,6.2,29.3,6.4,1.4,7.9
S=c1nc(-c2csc3c2CCCC3)[nH][nH]1,2.2,-1.1,0.9,3.0,-0.5,5.0,20.8,7.8,9.4,-0.3
O=S(=O)(Cc1ccccc1)Nc1ccc(Br)cn1,4.9,-0.3,-11.3,-14.8,3.2,12.4,21.2,-16.9,-0.1,-1.4
CC(C)C[C@@H](CN)NC(=O)c1nc[nH]c1C(=O)N[C@@H](C)C(=O)CNC[C@H](CC(C)C)NC(=O)c1nc[nH]c1C(=O)N[C@@H](CC(=O)O)C(=O)O,0.7,-0.9,-6.3,-3.7,.,.,.,2.4,-0.1,-4.6
CN(C)S(=O)(=O)c1ccc(N2CCCC2)c(C(=O)Nc2ccccc2N2CCOCC2)c1,-9.0,1.6,0.6,6.2,.,.,6.7,-3.0,.,-3.2
O=C(CC1C(=O)NCCN1Cc1cccc(F)c1)NC1CCCCCC1 (stereo not given),4.2,.,-2.7,6.2,3.4,-8.1,5.0,-0.8,0.6,4.1
CCN(CCCNC(=O)CCCN1C(=O)COc2ccc(C)cc21)c1cccc(C)c1,29.0,-1.4,21.0,12.5,0.8,-5.1,25.0,-4.2,.,-3.9
OCCN(CCO)c1nc(-c2ccccc2)nc2c1oc1ccccc12,-7.2,2.1,8.4,-1.3,3.2,0.7,-14.0,6.0,0.6,-5.7
COc1cc(/C=N/n2c(C)n[nH]c2=S)ccc1OCc1ccc(F)cc1,.,i,-7.0,-6.3,-1.1,-11.9,4.5,-0.9,-1.3,1.7
CC(=O)N1CCN(C(=O)c2ccc(OC3CCN(CCc4ccccc4)CC3)cc2)CC1,-16.0,-1.4,-1.1,3.8,-3.0,5.7,19.2,-1.1,0.3,-10.0
Nc1nonc1-n1nnc(C(=O)N/N=C/c2ccc(F)cc2)c1-c1cccs1,.,0.0,0.9,1.3,0.9,-13.3,3.7,-3.2,1.3,-7.0
NC(=O)COC(=O)c1ccc2noc(-c3ccccc3)c2c1,-8.9,-0.1,6.0,0.8,-1.2,-1.7,42.5,-2.4,-0.5,36.8*
CCOC(=O)Cn1cc(/C=C(\C#N)C(=O)N2CCOCC2)c2ccccc21,-5.8,0.0,4.6,-3.1,0.6,0.8,0.4,-0.2,2.2,-3.9
Cn1c2ccsc2c2ncn(Cc3ccccc3F)c(=O)c21,-7.9,-0.4,-4.7,-229.4,.,-0.5,.,-1.0,0.6,-4.9
Cc1ccc(NC(=O)CN2C(=O)S/C(=C\c3ccccn3)C2=O)cc1,-12.9,-0.4,-1.2,-4.2,-0.4,5.8,6.0,5.2,0.5,2.5

# Some of the compounds tested (hit frequency here may not be typical).
